INS-1E GSIS act = GLuc luminescence reporter in INS-1E cells, primary screen for activators of glucose-dependent secretion of insulin; 0.61% of 370,000 active; INS-1E GLuc reporter insulin secretion, 2-3 h; activation, % at 16.6 µM;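 active means lowest replicate activation of at least 40%, so every replicate reaches that level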;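 further: 0% = median of neutral control wells and 100% = median of IBMX positive control wells; some compounds called inactive have numbers as strong as hits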
RAD52 anneal inh = RAD52 DNA annealing inhibitors, primary screen, biochemical, FRET, single point, set 2; DNA repair protein RAD52 homolog (Homo sapiens), P43351; recombinant RAD52 DNA annealing, FRET fluorescence; inhibition, % at 18.7 µM; 0.46% of 360,000 active; AID 651710, 2012;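 active means every replicate showing at least 50% inhibition; inconclusive means mean inhibition at least 50% but not in every replicate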
E-selectin induc = E-selectin induction in HUVECs, primary screen, imaging, HUVEC, immunofluorescence imaging, single point; normalized: neutral wells 0, TNF-alpha wells 100; activation, % at 7.58 µM; 0.37% of 260,000 active; AID 686992, 2013;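 active means mean E-selectin-positive cell signal at least 10% of the positive control, reached in at least 60% of replicates, without over 20% cell loss; inconclusive means no rule given, readout overlaps actives, possibly toxicity-flagged; inactive means the rest, including those meeting only one limit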;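 further: in these data hits start at about 27%; measured in HUVEC primary endothelial cells; signal is the percent of cells scored E-selectin positive by PE staining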
Target sequence (P16581 whole entry, looked up): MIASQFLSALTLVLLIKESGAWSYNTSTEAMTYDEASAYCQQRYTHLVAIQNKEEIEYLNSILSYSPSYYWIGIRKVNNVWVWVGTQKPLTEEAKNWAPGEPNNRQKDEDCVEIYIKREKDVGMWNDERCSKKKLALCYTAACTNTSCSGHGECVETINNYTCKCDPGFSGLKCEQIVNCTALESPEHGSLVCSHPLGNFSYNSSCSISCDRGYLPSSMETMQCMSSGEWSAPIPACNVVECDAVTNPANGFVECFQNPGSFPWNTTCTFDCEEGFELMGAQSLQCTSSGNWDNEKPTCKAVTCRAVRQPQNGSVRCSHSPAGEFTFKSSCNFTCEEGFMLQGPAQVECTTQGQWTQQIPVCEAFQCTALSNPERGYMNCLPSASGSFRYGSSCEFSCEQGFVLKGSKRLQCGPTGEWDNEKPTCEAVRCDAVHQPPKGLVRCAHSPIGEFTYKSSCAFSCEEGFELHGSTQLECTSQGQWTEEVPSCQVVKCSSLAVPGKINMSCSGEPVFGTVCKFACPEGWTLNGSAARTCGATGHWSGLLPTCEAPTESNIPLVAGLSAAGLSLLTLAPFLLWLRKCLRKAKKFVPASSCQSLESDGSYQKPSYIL
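material = human umbilical vein endothelial cells (HUVEC), E-selectin induction | quantity = 3,000 cells/well | medium = EGM-2 growth medium on 0.1% gelatin-coated wells | technique = immunofluorescence imaging | read-out basis = % PE-positive cells | control set = TNF-alpha positive control, DMSO neutral control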
RAD54 inh = inhibitors of human RAD54 branch migration, primary screen, biochemical, fluorescence, single point; DNA repair and recombination protein RAD54-like (Homo sapiens), Q92698; RAD54 Holliday junction branch migration, FAM/BHQ fluorescence; inhibition, % at 10.4 µM; 0.14% of 360,000 active;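 active means mean normalized replicate activity at least 40 and at least half of replicates scoring 40 or more; inconclusive means only one of the two criteria met; inactive means mean below 40 and under half of replicates reaching 40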;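 further: 0% = median of neutral control wells and 100% = median of positive control wells; inhibitors cause a drop in the FAM fluorescence signal; in these data hits start at about 50%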
CASP6 VEID inh = human caspase-6 inhibitors, primary screen, biochemical, VEID-R110 fluorescence, single point, set 2; purified caspase-6, Z-VEID-R110 cleavage fluorescence; AID 686996, 2013; 0.53% of 350,000 active; inhibition, % at 12.5 µM;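 active means mean inhibition across replicates at least about 35%, with every replicate also reaching that limit, limit read from the data; inconclusive means only one of the two criteria met; inactive means neither criterion met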;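 further: 0% = median of neutral control wells and 100% = no fluorescence left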
Target sequence (P55212 24-179 limits assumed): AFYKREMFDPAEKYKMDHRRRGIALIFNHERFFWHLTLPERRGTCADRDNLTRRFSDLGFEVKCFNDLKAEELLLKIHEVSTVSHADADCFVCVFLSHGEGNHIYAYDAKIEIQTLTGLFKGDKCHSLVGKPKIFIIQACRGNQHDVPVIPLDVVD
Target sequence (P55212 194-293 limits assumed): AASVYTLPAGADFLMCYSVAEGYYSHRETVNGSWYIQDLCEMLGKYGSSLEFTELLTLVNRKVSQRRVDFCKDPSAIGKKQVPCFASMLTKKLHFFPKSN
DENV2 CPE = inhibitors of DENV2 cytopathic effect, primary screen, cell-based, plate reader, single concentration. 1.7% of 350,000 active. AID 651640, 2012. CPE inhibition, % at 9.99 µM. DENV2-infected cells, cytopathic effect rescue; in the data active means CPE inhibition above about 20%, passing the limit was not always enough; inconclusive means no clear call, values can overlap the other calls; tested in BHK-21 cells;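 further: 0% = median of neutral control wells and 100% = median of positive control wells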
Xi reactivation = activators of inactive X chromosome reactivation, primary screen, imaging, XiGFP fibroblasts, GFP high-content imaging, set 2; XiGFP mouse fibroblasts, % GFP-positive cells imaging, 3 d; cells co-treated with 5-aza-dC sensitizer; scaled so ellipticine positive control = 100%; activation, % at 7.58 µM; 0.055% of 360,000 active; AID 743238, 2013;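 active means mean normalized replicate activation at least 10% and every replicate at or above 10%; inconclusive means only one of the two criteria met; inactive means mean below 10% and not all replicates reach 10%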;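 further: 0% = median of on-plate neutral control wells and 100% = ellipticine 6 µM median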
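Assay system – SV40-immortalized XiGFP fibroblast cells, line 68-5-11 · Buffer or medium – DMEM supplemented with 5-aza-dC as sensitizing agent · Dosing – one concentration, pinned · Benchmarks – positive control ellipticine, 6 µM final · Times – 3 days compound exposure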
CFTR F508del cor = F508del CFTR correction, initial screen, CFBE line, single point | activity (quench increase), % at 7.58 µM | 0.36% of 350,000 active | CFBE cells, YFP halide quenching; stimulated with forskolin plus potentiator P3; % fluorescence drop versus neutral controls;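 active means mean added fluorescence quench of at least 8% versus neutral control, with both replicates also reaching 8%; inconclusive means only one of the mean or replicate conditions met; inactive means mean below 8% and not both replicates reaching 8%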;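 further: cells transiently co-express mutant CFTR-F508del with the halide-sensitive YFP; corrector assay measuring rescue of mutant channel to the surface after 24 h compound exposure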
* hit, by the source's call; u = inconclusive; x = not tested or not shown.

SMILES	INS-1E GSIS act	RAD52 anneal inh	E-selectin induc	RAD54 inh	CASP6 VEID inh	DENV2 CPE	Xi reactivation	CFTR F508del cor
C[C@H](CO)N1C[C@H](C)[C@H](CN(C)Cc2ccc3c(c2)OCO3)Oc2ccc(NS(=O)(=O)c3ccc(F)cc3)cc2C1=O	-12.4	4.9	-18.4	-3.1	-1.3	1.7	0.1	-0.6
O=C(CCc1nc2ccccc2c(=O)[nH]1)Nc1cc(Cl)ccc1N1CCCCC1	x	-10.6	x	-20.2	2.8	7.4	0.1	-0.8
COCCN(Cc1ccccc1)C(=O)C1CCN(C(=O)Nc2ccccc2)CC1	0.7	-4.8	-0.4	0.7	-1.7	1.2	0.1	1.6
CCOC(=O)c1sc(NC(=O)C2CC2)nc1C	18.4	-90.9	-0.1	-6.0	-0.4	-2.4	-0.1	-0.8
COc1ccc(C(=O)OCC(=O)c2ccc(Cl)s2)c(OC)c1OC	-17.9	-3.1	x	6.8	6.3	4.9	0.1	0.1
Cc1cccc(NC(=O)CCc2ccc(N3C(N)=NC(N)=NC3(C)C)cc2)c1	-2.2	9.0	0.5	x	-5.1	0.1	0.0	6.3
O=C(COC(=O)CSc1ccc(Cl)cc1)Nc1ccccc1	9.9	-13.9	x	3.2	4.4	-2.5	0.1	0.7
CC1=[N+](C)N(c2ccccc2)C(=O)C1N=Cc1c(Cl)cccc1Cl (centres undefined)	0.8	-15.8	x	-1.8	-5.1	x	0.2	-2.9
COc1ccccc1CNc1nc(NCc2cccc(OC)c2OC)c2sccc2n1	-7.9	-11.4	-0.1	-3.3	1.3	-2.4	0.0	-0.1
O=C(O)CN1C(=O)/C(=C/C=C/c2ccccc2)SC1=S	1.5	-80.4	-0.2	x	3.4	x	0.3	3.9
CCS(=O)(=O)N1[C@H](C#N)[C@@H](c2ccc(C3=CCCCC3)cc2)[C@H]1CO	2.0	-12.6	0.0	x	2.1	9.6	0.1	1.5
CCCCC1CC(=O)NC1(C(=O)OCC)C(=O)OCC (centres undefined)	2.4	-1.5	x	x	-2.4	-2.6	-0.1	2.7
COC(=O)C[C@@H]1C[C@@H]2c3cc(N(C)C)ccc3O[C@@H]2[C@H](CO)O1	-3.8	-19.5	x	-6.2	-0.4	2.4	0.1	4.9
CCNC(=O)C1(C)CCN(Cc2ccccc2-c2ccccc2)C1 (centres undefined)	0.0	-0.8	1.0	10.7	-0.3	-3.4	0.3	-4.2
CC(=O)c1ccc(NC(=O)CSc2nnc(C3CC3)n2C2CC2)cc1	-3.9	-10.2	-0.3	-6.7	-2.1	-7.0	-0.1	2.8
O=C(O)C(Oc1ccc2c(-c3ccccc3)cc(=O)oc2c1)c1ccccc1 (centres undefined)	-9.4	-11.6	1.3	x	5.6	x	0.0	1.4
C[C@H](CO)N1C[C@H](C)[C@@H](CN(C)S(=O)(=O)c2cccs2)Oc2ccc(NC(=O)NC3CCCCC3)cc2CC1=O	-7.7	-15.2	0.2	-2.0	2.3	17.2	-1.3	2.3
Cc1ccc(/C=C2\SC(=S)N(CCC(=O)NCCCN3CCOCC3)C2=O)cc1	-10.1	-20.3	x	4.5	x	7.4	0.0	-2.2
C#Cc1ccc([C@@H]2C=C(C(=O)Nc3ccccc3)O[C@H](OCc3ccc(CO)cc3)C2)cc1	x	-71.3	x	2.6	-3.0	7.5	x	1.1
Cc1cccc(N2C(=S)NC3c4cc(Cl)ccc4OC2(C)C3C(=O)N(C)C)c1 (centres undefined)	-8.8	-4.4	3.8	x	-0.7	-2.7	-0.1	0.5
O=C(NC(=O)c1ccccc1)C1=C(N2CCCC2)COC1=O	x	-10.0	-0.1	-1.1	4.2	-3.5	-0.2	-0.7
CCNC(=O)[C@@H]1[C@@H](CO)[C@@H]2Cn3c(ccc(-c4cccc(F)c4)c3=O)[C@H]1N2C(=O)c1ccccn1	-11.6	7.6	0.1	-3.1	1.8	-0.2	0.1	-1.5
CNc1cncc(C(=O)O)c1	-3.2	-6.3	4.1	x	-0.3	6.4	0.0	0.2
Cc1ccc(S(=O)(=O)N2CCC(C(=O)OC(C)C(=O)NCc3ccccc3)CC2)cc1C (centres undefined)	-24.6	-9.9	-0.6	-3.9	2.7	7.5	0.0	-4.3
Cc1ccc(N=C2SC(C(=O)O)CC(=O)N2C)cc1C (centres undefined)	6.3	-12.0	3.6	-3.1	10.8	-3.1	0.0	-1.7
Further structures follow:
SMILES	INS-1E GSIS act	RAD52 anneal inh	E-selectin induc	RAD54 inh	CASP6 VEID inh	DENV2 CPE	Xi reactivation	CFTR F508del cor
CC=Cc1ccc2n(c1=O)C[C@@H]1[C@@H](CO)[C@H](C(=O)N3CCc4ccccc4C3)N(C(=O)COC)[C@H]21 (mixture of isomers)	-1.5	-5.4	-0.5	x	1.5	2.2	0.1	0.6
C[C@@H](NC(=O)C[C@H]1CC[C@H]2[C@@H](COC[C@@H](O)CN2C(=O)Nc2cccc(Cl)c2)O1)c1ccccc1	-20.9	-12.7	0.1	-1.6	8.0	-2.5	0.1	0.5
CCOCCCNC(=S)N1CCN(Cc2ccc3c(c2)OCO3)CC1	1.2	-0.4	-2.0	x	7.6	-1.5	0.0	0.1
Cc1cc(-c2ccc(Cl)cc2Cl)c(C#N)c(=O)[nH]1	-17.0	-38.4	x	11.3	-1.2	6.9	0.1	0.7
C[C@H](CO)N1C[C@H](C)[C@H](CN(C)C(=O)C2CC2)Oc2cc(Br)ccc2S1(=O)=O	7.3	-1.0	x	0.3	1.8	u	0.6	3.0
C[C@H](CO)N1C[C@H](C)[C@H](CN(C)Cc2cccc(F)c2)Oc2ncc(-c3cccc(F)c3)cc2C1=O	-5.8	x	0.1	x	x	x	-1.3	-0.6
C[C@@H]1CN([C@@H](C)CO)C(=O)c2cc(C3=CCCC3)cnc2O[C@H]1CN(C)Cc1ccc(C(=O)O)cc1	20.0	-0.7	0.0	4.1	-2.1	-0.7	-1.2	1.1
Cc1ccc(-c2nc3c4ccccc4ccn3c2CC2CCCCC2)cc1	x	-16.8	0.2	x	-3.1	4.6	0.0	-0.6
COc1ccc(Cc2nc3ccc(C(=O)NCCSC)cc3o2)cc1	11.1	-14.4	x	7.1	0.1	6.3	0.0	-1.9
Cc1ccc(NC(=O)CSc2nnc(COc3ccccc3F)n2N)cc1S(=O)(=O)N1CCOCC1	-5.6	-13.2	-0.7	-3.1	-14.7	-4.9	0.2	2.1
CC(=O)NC(Cc1ccc(C)cc1)C(=O)NC1CCN(C(=O)c2ccc([N+](=O)[O-])cc2)CC1 (centres undefined)	-6.1	-11.6	-0.1	9.2	0.2	6.1	0.0	3.6
O=C(O)c1c(C(=O)N2N=C3/C(=C/c4ccccc4)CCCC3C2c2ccccc2)cccc1[N+](=O)[O-] (centres undefined)	-14.1	-5.6	6.2	x	23.1	2.2	0.0	-2.3
CCOc1ccc(-c2cc(C(=O)NN=C3CCN(C)CC3)[nH]n2)cc1	25.5	-10.0	x	x	0.6	-3.7	0.0	0.9
Cn1ccc2c(-c3cccnc3)cc3c(c21)C1CCC3C1 (centres undefined)	10.4	-14.1	0.0	4.3	4.4	-15.0	0.0	-0.1
CCCCCCCCCCCCN1[C@@H](CC(=O)OC)c2cc(F)cc(F)c2S1(=O)=O	-16.7	x	1.0	-10.1	x	x	0.0	-0.6
NS(=O)(=O)c1ccc(NNC(=O)c2ccc(F)cc2F)cc1	3.0	-2.7	-0.1	-0.7	-1.8	-3.4	0.3	0.3
COc1cccc(CC(=O)OC(C)C(=O)NCc2ccc3c(c2)OCO3)c1 (centres undefined)	9.8	-23.6	-0.3	x	-2.8	13.6	0.3	-2.7
CO[C@H]1CN(C)C(=O)c2ccc(NS(C)(=O)=O)cc2OC[C@H](C)N(C(=O)C2CCOCC2)C[C@@H]1C	-4.1	-3.4	-0.1	0.5	0.7	-8.4	0.0	-1.8
On1nnc2ccc3ccccc3c21	0.0	-18.1	x	5.8	0.1	x	0.0	-0.3
CCCCN(C(=O)c1cc2c(s1)CCC2)c1c(N)n(CCCC)c(=O)[nH]c1=O	7.2	-15.3	-0.1	-1.8	8.2	-3.9	0.0	-0.3
C[C@H](CO)N1C[C@H](C)[C@@H](CN(C)C(=O)Nc2cccc3ccccc23)OCCCC[C@H](C)Oc2ccc(NS(C)(=O)=O)cc2C1=O	1.1	20.6	0.0	2.2	-1.3	-1.0	0.1	1.6
CC1CCN(C(=O)CSc2ccc(-c3ccccc3)nn2)CC1	5.2	-12.2	x	x	-1.9	-8.3	0.3	-0.9
CC1(C)Oc2ccc(C(=O)NN)cc2NC1=O	-0.4	-9.0	1.1	x	-3.3	-1.0	0.3	-1.0
COc1ccc(NC(=O)c2ccc(-c3ccc(C)c4ccccc34)o2)cc1	-0.1	-27.1	-0.1	2.4	-4.8	-7.0	0.0	-0.3
Nn1c(SCc2ccccc2)nc2c(cnn2-c2ccccc2)c1=O	-4.5	-14.6	-0.1	x	1.6	4.9	-0.1	-1.0
Cc1ccc(CN2CC(N3CCN(Cc4cccc(C)c4)CC3)CS2(=O)=O)cc1 (centres undefined)	-13.0	-8.0	0.1	6.9	-1.6	-3.3	0.1	0.9
O=C(NC1CCCN(C2Cc3ccccc3C2)C1)c1ccc(F)cc1Cl (centres undefined)	0.3	-11.2	x	-8.5	-0.9	1.2	0.1	-0.2
CCc1c(O)nc(SCC(=O)Nc2ccccc2OC)n(-c2ccccc2C)c1=O	-3.5	-9.6	0.5	-9.9	12.6	6.5	0.0	1.3

A different layout for part of the listing above.
Below each SMILES – INS-1E GSIS act | RAD52 anneal inh | E-selectin induc | RAD54 inh | CASP6 VEID inh | DENV2 CPE | Xi reactivation | CFTR F508del cor
- CC(=O)NC(Cc1ccc(C)cc1)C(=O)NC1CCN(C(=O)c2ccc([N+](=O)[O-])cc2)CC1 (centres undefined)
  -6.1 | -11.6 | -0.1 | 9.2 | 0.2 | 6.1 | 0.0 | 3.6
- O=C(O)c1c(C(=O)N2N=C3/C(=C/c4ccccc4)CCCC3C2c2ccccc2)cccc1[N+](=O)[O-] (centres undefined)
  -14.1 | -5.6 | 6.2 | x | 23.1 | 2.2 | 0.0 | -2.3
- CCOc1ccc(-c2cc(C(=O)NN=C3CCN(C)CC3)[nH]n2)cc1
  25.5 | -10.0 | x | x | 0.6 | -3.7 | 0.0 | 0.9
- Cn1ccc2c(-c3cccnc3)cc3c(c21)C1CCC3C1 (centres undefined)
  10.4 | -14.1 | 0.0 | 4.3 | 4.4 | -15.0 | 0.0 | -0.1
- CCCCCCCCCCCCN1[C@@H](CC(=O)OC)c2cc(F)cc(F)c2S1(=O)=O
  -16.7 | x | 1.0 | -10.1 | x | x | 0.0 | -0.6
- NS(=O)(=O)c1ccc(NNC(=O)c2ccc(F)cc2F)cc1
  3.0 | -2.7 | -0.1 | -0.7 | -1.8 | -3.4 | 0.3 | 0.3
